# M18AAP inhibitor: blocks P. falciparum M18 aspartyl aminopeptidase; recombinant PfM18AAP, H-Glu-NHMec fluorogenic cleavage; inhibition, % at 7.35 µM; actives 1.2% (n = 290,000); AID 1822;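 active means inhibition above the campaign mean inhibition over all tested compounds plus 3 SD, cut at about 28% in these data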;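 further: 0% = plate median of test compound wells and 100% = 2 mM ZnCl2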
# IMP-1 inhibitor: blocks Pseudomonas aeruginosa IMP-1 metallo-beta-lactamase; purified IMP-1, nitrocefin hydrolysis, epi-absorbance fluorescence; AID 1556; inhibition, % at 5.6 µM; actives 0.45% (n = 290,000);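 active means inhibition above the mean plus 3 SD of all compounds in the same screening run, cut at about 4.5% in these data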;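 further: 0% = IMP-1 with DMSO and 100% = DMSO wells lacking enzyme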
#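 System: purified IMP-1; amount: IMP-1 0.2 nM before substrate addition; compound: single dose, 5.6 µM; times: 25 °C, 15 min preincubation, 25 min reaction; signal: Epi-absorbance via hydrolysed-nitrocefin quenching of white-plate fluorescence, 480/530 nm, EDTA stop; benchmarks: DMSO with and without IMP-1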
# NALP1 yeast inh: blocks the NALP1 inflammasome reconstituted in yeast. actives 0.61% (n = 280,000). inhibition, % at 10 µM. S. cerevisiae NALP1/ASC/caspase-1 growth, X-gal OD620, 72 h; in the data active means inhibition mostly above about 24%, no sharp cut-off; inactive means mostly below about 32%; further: some compounds called inactive have numbers as strong as hits
# IDE cell activ: IDE (human) activation, cell-based; P14735; HEK cells, FAbeta-B cleavage, fluorescence polarization; 0% vehicle, 100% cell-free pure enzyme wells; activation, % at 5.96 µM; actives 0.073% (n = 340,000);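 active means activation above the mean of all tested compounds plus 3 SD, set per screening campaign, cut at about 17% in these data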
# VIM-2 inhibitor: blocks Pseudomonas aeruginosa VIM-2 metallo-beta-lactamase | purified VIM-2, nitrocefin hydrolysis, epi-absorbance fluorescence | inhibition, % at 5.6 µM | actives 0.89% (n = 290,000) | AID 1527;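 active means inhibition above the mean of all tested compounds plus 3 SD, cutoff set per screening run, cut at about 7.5% in these data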;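 further: red hydrolysis product quenches plate fluorescence so inhibitors raise well fluorescence; 0% = enzyme with DMSO and 100% = DMSO without enzyme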
# p-CIP stab down: lowers stability of the mouse p/CIP coactivator protein; decrease of EGFP signal, % at 10 µM; F442A p/CIP-EGFP cells, EGFP fluorescence, 16 h; Q05BA5; actives 0.01% (n = 290,000);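 active means EGFP signal decrease of at least 30% at 10 µM or well 3 SD below plate mean, unless failing retest; inactive means the rest, including hits failing retest or dose response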; further: some compounds called inactive have numbers as strong as hits; many of its hits are not listed in these tables
# PHOSPHO1 block: blocks human PHOSPHO1 phosphatase activity; Q8TCT1; recombinant PHOSPHO1, absorbance phosphatase assay; inhibition, % at 13.3 µM; actives 1.1% (n = 290,000); in the data active means inhibition above about 60%
# Target sequence (Q8TCT1 whole entry, looked up): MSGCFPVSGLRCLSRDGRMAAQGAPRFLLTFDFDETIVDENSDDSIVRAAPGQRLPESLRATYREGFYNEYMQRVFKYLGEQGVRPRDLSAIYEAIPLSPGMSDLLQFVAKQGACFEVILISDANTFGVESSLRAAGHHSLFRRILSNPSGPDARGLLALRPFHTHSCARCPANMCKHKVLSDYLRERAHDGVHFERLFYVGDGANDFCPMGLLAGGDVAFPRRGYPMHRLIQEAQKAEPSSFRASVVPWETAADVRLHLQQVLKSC
# GPR7 antagonist: human neuropeptides B/W receptor 1 antagonism; P48145; GPR7-expressing cells, fluorescence antagonist assay; inhibition, % at 4.4 µM; actives 1.1% (n = 290,000); in the data active means inhibition above about 16%, passing the limit was not always enough;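 further: cells stimulated with the agonist NPW; 0% = agonist with vehicle and 100% = vehicle without agonist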
# Target sequence (P48145 whole entry, looked up): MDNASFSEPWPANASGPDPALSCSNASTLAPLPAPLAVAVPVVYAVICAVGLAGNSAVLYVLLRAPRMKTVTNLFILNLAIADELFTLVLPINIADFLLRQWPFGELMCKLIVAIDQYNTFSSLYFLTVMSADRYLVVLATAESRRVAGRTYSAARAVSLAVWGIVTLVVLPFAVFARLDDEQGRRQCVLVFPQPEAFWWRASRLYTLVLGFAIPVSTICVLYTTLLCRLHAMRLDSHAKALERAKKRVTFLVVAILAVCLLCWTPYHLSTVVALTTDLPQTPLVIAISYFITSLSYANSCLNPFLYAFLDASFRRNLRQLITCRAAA
# IDE cell inh: cellular human IDE inhibition | P14735 | HEK cells, FAbetaB cleavage, fluorescence polarization | inhibition, % at 5.59 µM | actives 0.41% (n = 320,000);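 active means percent inhibition above the average of all tested compounds plus 3 SD, set per screening campaign, cut at about 16% in these data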;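 further: IDE supplied by intact live HEK cells; FP after avidin binding of uncleaved biotin substrate so inhibition keeps polarization high; 0% = DMSO wells and 100% = 60 µM reference IDE inhibitor Ii1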
# The depositor's hits bear a star; / = not tested or not shown.
item	SMILES	p-CIP stab down	GPR7 antagonist	IDE cell activ	M18AAP inhibitor	NALP1 yeast inh	IMP-1 inhibitor	VIM-2 inhibitor	IDE cell inh	PHOSPHO1 block
1	COCCn1nnnc1C(c1ccccn1)N1CCN(c2cccc(C)c2C)CC1 (configuration not stated)	-14	11	-5	0	9	0.1	-1.1	7	-8
2	CCOC(=O)c1c(N)sc(-c2ccccc2)c1C	-28	4	-7	10	7	-5.5	-2.1	13	-4
3	CCn1nc(C)c(CN2CCC(n3nccc3NC(=O)Cc3ccccc3)CC2)c1C	-1	0	4	-12	12	-0.1	-0.6	-3	38
4	CCOc1ccccc1N(CC(=O)Nc1ccc2c(c1)OCCO2)S(C)(=O)=O	-6	17	4	-5	11	-1.8	-2.9	8	2
5	C/C(N)=C(/C#N)C(=O)CSc1nc2ccccc2[nH]1	5	-4	6	-4	27	-5.2	-2.4	5	12
6	CCCCn1c(SCC(=O)N2CC(C)CC(C)C2)nc2cc(S(N)(=O)=O)ccc21 (configuration not stated)	17	12	6	2	-22	-1.2	-3.1	1	30
7	COc1ccc(CNCCC(c2ccc(F)cc2)c2ccc(OC)cc2)cc1 (configuration not stated)	-4	47*	6	1	79*	-0.1	-3.3	-5	-1
8	CCOC(=O)C1(Cc2cccc(OC)c2)CCCN(C(=O)CCN2CCCO2)C1 (configuration not stated)	-15	-15	7	1	2	-5.5	-3.5	4	51
9	CSc1nc(Sc2ccccc2)c2ccccc2n1	-20	-13	5	2	40	-2.7	0.9	2	-3
10	O=S(=O)(Nc1cccc(CCc2ccccn2)c1)c1cc(Cl)ccc1Cl	-18	-14	4	-6	4	-4.9	-4.6	2	16
11	CCOc1ccc(OCCSc2nc(C)cc(=O)[nH]2)cc1	8	12	4	-7	2	-5.3	-1.3	1	-1
12	Cc1cc(Br)c2[nH]c3c(c2c1)CCCC3=O	-2	-9	2	-6	4	0.5	-0.2	-3	-9
13	Cc1[nH]c2ccccc2c1/C=C(\C#N)C(=O)NCC1CCCO1 (configuration not stated)	-2	1	-5	-4	-10	-2.9	-3.7	3	43
14	CCOC(=O)N1CCN(C(=O)C2CCN(S(=O)(=O)CC)CC2)CC1	5	-14	-2	5	-16	-3.8	-2.2	0	9
15	CC(CCc1ccccc1)NC(=O)Cc1cccs1 (configuration not stated)	-22	1	1	-4	5	-2.5	-5.9	3	53
16	COc1ccc(NC(=O)N2CCCC2C(=O)NCc2ccccc2Cl)cc1 (configuration not stated)	-2	-11	0	-9	3	-0.1	2.6	6	49
17	COc1ccc2c(c1)C(=O)CC(c1ccc3c(c1)OCCO3)O2 (configuration not stated)	-5	13	-3	-12	10	-0.7	1.0	-8	25
18	COc1cccc(NC(=O)COC(=O)Cc2ccc(Br)cc2)c1	8	5	0	-1	9	-1.7	-2.3	-2	-10
19	Cc1ccc(-c2nc(SC(C)C(=O)N3CCOCC3)n[nH]2)cc1 (configuration not stated)	-1	-15	4	-3	11	-2.9	-4.4	3	17
20	Nc1ccccc1-c1nc2ccccc2c(=O)o1	-5	49*	2	-8	24	2.7	5.6	-4	36
21	CCC(NC(=O)CNC(=O)CNC(=O)c1ccc(Cl)cc1Cl)c1ccc(C)cc1 (configuration not stated)	-2	12	2	0	16	-2.9	-2.9	-1	-9
22	COc1ccc(OC)c(CCNC(=O)C(C)n2nc(C)c3c(C)n(-c4ccccc4)nc3c2=O)c1 (configuration not stated)	-10	-7	-8	4	-18	-3.6	-1.5	-2	70*
23	COc1cc(C(=O)N2CCN(C(=O)c3ccccc3)CC2)cc(OC)c1OC	1	-5	3	2	24	-3.2	-2.2	-5	28
24	O=C(CCc1ccc(S(=O)(=O)NC2CCCCC2)cc1)N(Cc1ccccc1)Cc1ccccc1	-9	2	2	-2	6	-1.2	-3.7	1	30
25	CN(C)CCOc1ccc(C(C)(C)c2ccccc2)cc1	0	-3	-1	4	15	-2.9	-3.7	1	24
26	CCOC(=O)c1cc2sccc2n1CC(=O)Nc1ccc(OC)cc1	-1	11	2	-1	0	-1.3	-1.8	2	13
27	c1cncc(-c2nnc3sc(C4CCCCC4)nn23)c1	3	-17	2	-8	-17	-6.2	0.9	0	-12
28	C/C(=N\NC(=O)c1cc(C)nc2ccccc12)c1cccs1	-9	15	4	2	5	-3.5	-1.9	3	19
29	COc1cccc(/C=N/n2cnc3c(cnn3-c3ccccc3)c2=O)c1	-14	-12	/	-2	/	-2.4	-2.9	9	32
30	CCn1c(COc2ccc(C)cc2)nnc1SCC(=O)Nc1ccc2c(c1)OCCO2	-8	-15	-2	-1	30	-1.0	-2.8	3	6
31	Cc1ccccc1-c1noc(-c2cccs2)n1	-11	-7	-1	5	21	-2.1	-2.9	1	-9
32	CCOC(=O)c1ccc(Nc2nc(N3CCOCC3)nc(N3CCOCC3)n2)cc1	-35	-13	3	-3	18	-0.1	1.9	-4	55
33	CC(=O)NC(NC(=S)Nc1c(C)n(C)n(-c2ccccc2)c1=O)C(Cl)(Cl)Cl (configuration not stated)	-13	-5	1	5	4	-3.2	-3.5	/	-25
34	CCCc1cc(CN(C)C(=O)CC2C(=O)NCCN2Cc2ccccc2C)[nH]n1 (configuration not stated)	7	-1	6	9	-1	-1.4	-4.1	3	38
35	COc1cc(C2C(S(=O)(=O)c3ccccc3)CON2C)ccc1OCc1ccc(F)cc1 (configuration not stated)	-93	-6	/	2	8	-3.5	-3.2	6	42
36	O=C(NCc1cccnc1)Nc1cccc(C(F)(F)F)c1	2	-11	2	-1	9	-2.9	-3.8	/	41
37	COc1ccc(CC(=O)Nc2ccc(S(=O)(=O)Nc3cc(C)on3)cc2)cc1OC	-2	1	2	2	-4	-2.2	-3.1	3	18
38	Cc1cc(OCC(=O)Nc2cccnc2)c2c(C)cc(=O)oc2c1	1	-5	2	-5	25	-1.1	21*	-1	38
39	O=C(CN1CCN(CC(=O)Nc2ccccc2C(F)(F)F)CC1)Nc1ccccc1F	3	6	0	8	26	0.7	-1.3	4	39
40	CC(C)n1cnc2cc(NCc3ccccn3)ccc21	-2	-3	0	1	32	0.5	-0.2	-3	30
41	COCCN(C(=S)Nc1cc(C)cc(C)c1)C(C)c1cccs1 (configuration not stated)	0	-5	7	5	0	-2.6	-3.7	2	-12
42	CN1CN=C(NS(=O)(=O)c2ccc([N+](=O)[O-])cc2)NC1	-9	-9	1	-3	6	-3.0	-1.7	2	15
43	CC1(C)CC(CC(=O)Nc2ccccc2[N+](=O)[O-])C(=O)O1 (configuration not stated)	-4	-9	0	3	14	-2.4	-0.9	4	-4
44	O=C(CSCc1cc(=O)n2nc(C3CC3)sc2n1)Nc1ccccc1Cl	-10	-8	1	1	18	-1.5	-0.6	1	23
45	O=C(CN1CCN(CC(=O)Nc2ccc(Cl)cc2)CC1)Nc1ccc(F)cc1	6	-1	0	4	0	-3.2	-5.5	6	34
46	Cc1ccccc1NCc1ccc(O)c2ncccc12	-3	-7	3	1	-24	-0.8	-0.9	-4	71*
47	O=C(NCc1csc(-c2cccs2)n1)C1CC1	-4	-1	12	-2	6	-0.3	-1.5	-2	46
48	Cc1c(C#N)c(N=CN(C)C)c(C(=O)c2ccc(Br)cc2)n1-c1ccccc1	-10	6	-2	11	-23	-2.7	-0.5	0	13
49	O=C(Nc1ccc(F)cc1)OCCOc1ccc([N+](=O)[O-])cc1	6	16	3	3	14	0.2	-2.5	4	-1
50	Cc1ccccc1NS(=O)(=O)c1ccc2c(c1)n(C)c(=O)n2C	-12	-8	8	1	-2	-1.4	-2.7	4	10
51	Cc1ccc(N(CC(=O)N/N=C/c2ccc(OCC(N)=O)cc2)S(C)(=O)=O)cc1Cl	-7	-7	4	-1	4	0.8	-2.7	7	32
52	CS(=O)(=O)c1ccc2nc(NC(=O)c3ccc(NS(=O)(=O)c4cccc([N+](=O)[O-])c4)cc3)sc2c1	-1	-9	0	4	/	-1.8	-1.4	4	5
53	CC(C)CC(COCc1ccc(Cl)cc1)N1CCN(C(=O)c2ccc(Cl)cc2Cl)CCC1=O (configuration not stated)	-9	13	8	-2	13	1.6	0.6	0	1
54	COc1ccc(Cl)cc1S(=O)(=O)Nc1ccc2c(c1)n(C)c(=O)n2C	-7	7	3	10	-11	-4.8	-1.4	3	32
55	COc1ccc(CCNS(=O)(=O)c2ccc(Br)cc2)cc1OC	-9	-12	2	-3	10	-1.1	-2.5	3	3
56	N#Cc1c(Sc2ncc(C(F)(F)F)cc2Cl)nsc1C/C=N\OCc1ccccc1Br	-12	6	1	2	-12	-2.1	-2.5	-2	18

# Only p-CIP stab down and NALP1 yeast inh, for 3 of the compounds above:
cpd | SMILES | p-CIP stab down | NALP1 yeast inh
54 | COc1ccc(Cl)cc1S(=O)(=O)Nc1ccc2c(c1)n(C)c(=O)n2C | -7 | -11
55 | COc1ccc(CCNS(=O)(=O)c2ccc(Br)cc2)cc1OC | -9 | 10
56 | N#Cc1c(Sc2ncc(C(F)(F)F)cc2Cl)nsc1C/C=N\OCc1ccccc1Br | -12 | -12

# Next results:
item	SMILES	p-CIP stab down	GPR7 antagonist	IDE cell activ	M18AAP inhibitor	NALP1 yeast inh	IMP-1 inhibitor	VIM-2 inhibitor	IDE cell inh	PHOSPHO1 block
57	Nc1ncnc(N2CCc3ccccc32)c1[N+](=O)[O-]	-13	-12	5	-8	-7	-2.5	0.3	-1	28
58	COc1ccccc1N1CCN(C(=O)c2cc3c(s2)CCCCC3)CC1	-10	-2	7	1	7	-1.8	-2.5	-3	9
59	CCOc1ccc(C(=O)/C=C/c2ccc(OC)c(OC)c2)cc1	2	4	-2	2	8	-4.0	-2.0	-3	35
60	CCCCOc1ccc(N2C(N)=NC(N)=NC23CCCCC3)cc1	-25	-13	3	-3	16	-1.8	-1.8	1	13
61	O=C(Cc1c(Sc2ccccc2)c2ccccc2n1Cc1ccccc1)NCCO	7	4	4	5	39	-2.1	-0.5	-1	-2
62	Cn1ncc([N+](=O)[O-])c1C(=O)N/N=C/c1cccc([N+](=O)[O-])c1	-9	-9	0	-3	8	-0.8	-0.7	-1	21
63	CC(SC1=NCCS1)C(=O)Nc1nnc(-c2ccc(Br)cc2)s1 (configuration not stated)	-6	-3	-5	-3	30	-3.3	-3.3	-1	38
64	CSc1cccc(CNC(=O)CC2C(=O)NCCN2CC(C)(C)C)c1 (configuration not stated)	-5	-8	-1	4	-13	-0.1	1.8	6	31
65	CCOc1ccc(N(CC(=O)Nc2ccccc2C)S(=O)(=O)c2c(C)[nH]c(=O)[nH]c2=O)cc1	-5	-13	-2	-6	/	-4.5	-4.0	1	19
66	Nc1ccccc1-c1nc2ccccc2s1	4	-9	-3	2	-1	-2.0	-0.2	6	41
67	COC(=O)C(CSCc1ccccc1)NC(=O)CSc1nc(C)cc(=O)[nH]1 (configuration not stated)	5	-1	/	-9	8	-2.2	-2.3	2	-13
68	CC(=O)c1ccc(N2CCN(S(=O)(=O)c3cccc(S(=O)(=O)N4CCOCC4)c3)CC2)cc1	-3	-9	-2	-6	14	-3.8	-4.9	2	10
69	Cc1ccc(S(=O)(=O)N(C)C)cc1NC(=S)N1CCc2ccccc21	6	-16	-2	-4	-14	-4.4	-0.9	5	-14
70	Nc1cc([N+](=O)[O-])ccc1Nc1ccc(O)cc1	10	1	4	25	-1	-4.2	-1.7	4	-63

# Compounds as they come; overall some 5.3% were active at least once.
